Screens as filed in PubChem BioAssay.
Rpn11 block – inhibitors of human proteasome Rpn11 | human 26S proteasome, Ub4-pepOG fluorescence polarization; 20S core pre-blocked with epoxomicin | O00487 | AID 588493 | 0.59% of 360,000 active | calls only at 20 µM;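 active = inhibition at 20 µM, scaled to each plate's controls, above about 33%, limit read from the data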
Target sequence (O00487 whole entry, looked up): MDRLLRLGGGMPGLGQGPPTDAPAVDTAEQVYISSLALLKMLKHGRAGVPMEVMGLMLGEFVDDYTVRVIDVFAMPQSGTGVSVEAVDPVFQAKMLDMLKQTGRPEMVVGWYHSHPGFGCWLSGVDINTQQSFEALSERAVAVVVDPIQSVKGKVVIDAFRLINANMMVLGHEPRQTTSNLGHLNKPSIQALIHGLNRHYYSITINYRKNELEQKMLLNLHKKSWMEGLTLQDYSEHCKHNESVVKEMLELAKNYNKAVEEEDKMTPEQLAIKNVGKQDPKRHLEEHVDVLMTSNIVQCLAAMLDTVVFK
CendR NRP1 mod – modulators of CendR peptide binding to human neuropilin-1; O14786; FAM-RPARPAR peptide binding to NRP-1, fluorescence polarization; inhibition, % at 25 µM; 0.85% of 360,000 active; AID 602438;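 active = inhibition or corrected inhibition above about 18%, plus a signal ratio from 0.5 to 1.5, limit read from the data, passing the limit was not always enough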; also: strong numbers were not always called active
SKN-1 block – inhibitors of C. elegans SKN-1; 0.49% of 360,000 active; inhibition, % at 21.8 µM; C. elegans VP596 Pgst-4::GFP/RFP ratio, acrylamide-induced, 24 h;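 active = interference check ratio from 0.5 to 1.5 plus GFP to RFP signal ratio inhibition reaching or exceeding a fixed threshold, cut at about 30% in these data, passing the limit was not always enough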; also: some compounds called inactive have numbers as strong as hits
SUMO1-SIM PPI – modulators of human SUMO1-mediated protein-protein interactions | AID 602429 | inhibition, % at 20 µM | P63165 | SUMO1 binding to a labelled peptide, TR-FRET, 1 h | 0.33% of 360,000 active; in the data active = inhibition above about 37%
Target sequence (P63165 whole entry, looked up): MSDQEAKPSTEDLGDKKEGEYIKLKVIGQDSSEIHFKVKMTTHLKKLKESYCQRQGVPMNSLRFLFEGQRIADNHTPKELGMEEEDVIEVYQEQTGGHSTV
Scp1 inh – Scp-1 (human) phosphatase inhibition; Q9GZU7; 0.88% of 340,000 active; inhibition, % at 20 µM; Recombinant Scp1, phosphopeptide, malachite green phosphate absorbance;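 active = inhibition above about 50% at 20 µM, limit read from the data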;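 also: plate controls were DMSO wells with enzyme for no effect and wells lacking enzyme for full effect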
Target sequence (Q9GZU7 76-261 limits assumed): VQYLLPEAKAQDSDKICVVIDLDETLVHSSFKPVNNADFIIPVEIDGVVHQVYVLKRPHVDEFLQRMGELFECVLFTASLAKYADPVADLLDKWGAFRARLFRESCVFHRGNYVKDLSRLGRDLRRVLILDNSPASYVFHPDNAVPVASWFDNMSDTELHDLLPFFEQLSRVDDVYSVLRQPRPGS
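Test system: SCP-1 phosphatase catalytic domain, residues 76-261; measured by: colorimetric phosphate reagent with accelerator and stabiliser, absorbance at 630 nm; timing: enzyme reaction 45 min at room temperature, colour 5 min, stabilisation 30 min; also added: Phosphorylated 17-residue peptide substrate; compound dosing: one concentration, 20 µM, with 1.0% DMSO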
STEP block – STEP (human) phosphatase inhibition | P54829 | recombinant STEP, OMFP fluorogenic substrate, fluorescence | inhibition, % at 20 µM | 0.25% of 360,000 active;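 active = inhibition at 20 µM, scaled per plate between control wells, above about 37%, limit read from the data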;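 also: 0% = DMSO with enzyme and substrate and 100% = substrate only without enzyme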
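Also added – OMFP at 25 µM · Test system – STEP tyrosine phosphatase · Technique – FITC-channel fluorescence of OMFP product · Schedule – 20 min at room temperature, dark · Evaluation – control-normalized % inhibition with plate pattern correction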
MT1-MMP act inh – blocks activation of human MT1-MMP. P50281. HT1080 RFP-PRO-GFP cells, GFP/RFP ratio fluorescence, overnight; percent of plate control window, DMSO zero. GFP/RFP ratio change, % at 20 µM. 0.061% of 360,000 active;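 active = GFP/RFP ratio change of at least 30% with cell ATP level not reduced by more than half and red fluorescence within 50% of control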; also: strong numbers were not always called active
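Test system: HT1080 RFP-PRO-GFP cells; Benchmarks: DMSO and RFP-L50D-GFP cell wells; Timing: cells overnight before dosing, compound overnight, 37 °C, 5% CO2; Compound: one 20 µM compound dose with 1% DMSO; Read-out: GFP/RFP fluorescence ratio.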
DNMT1 inh – inhibitors of human DNMT1; 0.83% of 360,000 active; DNMT1 molecular beacon, Hinp1I cleavage, fluorescence; inhibition (reported as % activation of signal), % at 10 µM; P26358; in the data active = inhibition above about 50%
LMPTP block – blocks human LMPTP phosphatase; P24666; recombinant LMPTP-A, OMFP fluorogenic substrate, fluorescence intensity; inhibition, % at 20 µM; 0.22% of 360,000 active;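 active = compounds that cut the enzyme signal by at least half of the control window in the single-dose screen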;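 also: plate controls were DMSO wells with enzyme plus substrate for no effect and substrate without enzyme for full effect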
Target sequence (P24666 whole entry, looked up): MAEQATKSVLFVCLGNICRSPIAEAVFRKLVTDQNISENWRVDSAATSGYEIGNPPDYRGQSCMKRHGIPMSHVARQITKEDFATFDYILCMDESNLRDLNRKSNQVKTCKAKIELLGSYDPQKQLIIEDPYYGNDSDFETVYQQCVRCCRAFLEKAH
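Buffer or medium: Bis-Tris pH 6.0, DTT, detergent; Assay system: LMPTP-A enzyme; Quantity: 0.625 nM enzyme; Detection: endpoint fluorescence intensity; Times: 50 min dark incubation at room temperature; Controls: substrate-only low control, DMSO enzyme-plus-substrate high control; Doses: single 20 µM dose; Read-out: percent inhibition versus substrate-only and uninhibited controls; Reagent: 400 µM OMFP.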
NadD block – inhibitors of Staphylococcus aureus NadD. 0.78% of 360,000 active. purified NadD enzyme, colorimetric absorbance read-out. inhibition, % at 20 µM; in the data active = inhibition above about 26%; also: some compounds past the cut are filed as inactive
An asterisk follows results filed as active; i = inactive; · = not tested or not shown; + = active, no number.

The line under a structure holds: Rpn11 block	CendR NRP1 mod	SKN-1 block	SUMO1-SIM PPI	Scp1 inh	STEP block	MT1-MMP act inh	DNMT1 inh	LMPTP block	NadD block
> CCOc1ccc(NC(=O)CSc2nnc(-c3ccccc3)n2N)cc1
→ i	-9	11	3	-4	-1	6	-1	0.7	-4
> COc1ccc(/C=N/N=C/c2ccc(OC)c(O)c2)cc1O
→ i	1	14	-15	2	-2	9	-1	1.4	-4
> CC(=O)N1c2ccc(S(=O)(=O)N3CCCCC3)cc2CC1C(=O)NCc1cccc(Cl)c1 (stereo not drawn)
→ i	16	-23	-1	1	-2	-5	-5	-1.9	-2
> COc1ccc(NC(=O)CN(C)S(=O)(=O)c2ccc3[nH]c(=O)oc3c2)cc1
→ i	8	-2	0	14	0	0	2	0.4	2
> NC(=O)c1ccccc1NC(=O)CCCN1C(=O)CCC1=O
→ i	7	6	1	-3	-2	-1	3	-0.9	2
> CCN(CC)C(=O)Cn1c(=O)n(Cc2ccccc2Cl)c2c1c(=O)n(C)c(=O)n2C
→ i	2	10	3	16	19	-4	-1	-0.5	0
> N#CC(=C(O)CN1CCN(c2ccccc2F)CC1)c1nc(-c2ccccc2)cs1
→ i	1	2	0	2	-2	11	-4	-3.3	11
> COc1ccccc1CN1CC(C(=O)NCCn2nc(C)cc2C)CCC1=O (stereo not drawn)
→ i	6	20	-5	-10	-2	-10	1	-0.5	-8
> CCCOC(=O)c1ccc(NC(=O)c2cc(Cl)ccc2OC)cc1
→ i	-6	5	-2	-8	-1	8	7	0.9	-2
> Cc1cc(Nc2ccccc2)n(-c2ccccc2)n1
→ i	-8	18	-1	-9	-2	5	-2	-0.5	2
> N#Cc1ccc(OCC(=O)Nc2cccc(S(=O)(=O)NC3=NCCCCC3)c2)cc1
→ i	9	2	6	97*	0	3	7	1.1	1
> COc1ccc(CN2C[C@@H](CO)O[C@@H](n3cnc4c(N5CCOCC5)ncnc43)C2)cc1
→ i	3	8	-2	·	-3	-1	-3	-1.3	1
> O=C(CS(=O)(=O)Cc1ccccc1)Nc1nc2c(s1)CCCC2
→ i	-18	27	-2	-2	0	-7	4	2.2	1
> COc1ccc(C2/C(=C(/O)c3ccc4c(c3)CC(C)O4)C(=O)C(=O)N2CCCN2CCOCC2)cc1 (stereo not drawn)
→ i	-17	0	2	4	0	-5	-1	1.1	8
> COc1ccc(C(=O)N2CCCN(C)CC2)cc1S(=O)(=O)N(C)Cc1ccccc1
→ i	2	-18	-1	-2	-1	1	-2	-2.4	-9
> CC1=C(C(=O)N(C(C)C)C(C)C)CC(CC(=O)NC2CCCCC2)C(=O)N1Cc1ccccc1 (stereo not drawn)
→ i	-7	6	4	·	0	2	0	-1.3	3
> CNc1cccc(-c2c(OC)cccc2OC)n1
→ i	1	-2	-1	·	-2	-4	5	-0.9	-4
> Cc1ccc(-c2nc3ccccc3n2C)o1
→ i	2	12	0	6	0	1	0	-0.1	0
> NS(=O)(=O)c1cc(C(=O)OCC(=O)NC2CCCCCCC2)ccc1Cl
→ i	1	11	0	-6	1	-2	-1	-0.2	0
> CC(=O)n1cc([C@@H]2C=C(C(=O)N3CCN(Cc4ccc5c(c4)OCO5)CC3)O[C@H](OCc3ccc(CO)cc3)C2)c2ccccc21
→ i	-4	5	0	-2	1	1	-16	5.8	2
> C=CC(C)(C)c1c(O)c(CC=C(C)C)c(O)c2c(=O)c3ccc(O)c(O)c3oc12
→ i	-14	1	-9	-7	3	-8	-17	4.9	3
> NC(=O)c1nsnc1-c1ccccc1O
→ i	-1	8	-1	19	2	-4	-2	-1.3	5
> Cc1oc(-c2ccccc2Cl)nc1CS(=O)(=O)CC(=O)NC1CCCC1
→ i	-2	-8	3	-1	-2	7	0	-0.6	-7
> O=C(NCCCN1CCOCC1)C1CCN(S(=O)(=O)c2cccc(C(F)(F)F)c2)CC1
→ i	2	7	-10	-4	0	-1	4	-0.6	-5
> COc1cccc(NC(=O)CN(C)C(=O)c2c(-c3c(F)cccc3Cl)noc2C)c1
→ i	-1	-14	-1	-2	-3	-2	0	0.1	-7
> COc1ccc(C(=O)CCC(=O)Nc2ccc(N3CCN(C)CC3)cc2)cc1OC
→ i	2	4	-7	-10	-3	2	0	-1.0	-6
> Cc1cccc(NC(=O)c2ccccc2-c2ccccc2)c1
→ i	-7	6	-4	-1	0	2	6	4.4	-4
> CC1CCN(S(=O)(=O)c2ccc3c(c2)c(=O)c(C(=O)NCc2cccs2)cn3C)CC1
→ i	-9	4	1	-11	-2	-1	-5	0.9	0
> COc1ccccc1/C=N/OCc1cc(C(C)=O)ccc1OC
→ i	-3	9	3	-25	0	-1	-5	1.6	-13
> Cc1nn(Cc2cccc(C(=O)NC3CCCCC3)c2)c(C)c1Cl
→ i	16	-19	-1	3	0	-3	2	0.2	-1
> Cc1c(NC(=O)c2cc3ccccc3o2)cccc1-n1cnnn1
→ i	-4	7	-6	·	-1	3	-4	0.0	0
> Cc1nnsc1C(=O)NNC(=O)Nc1ccccc1
→ i	0	-1	2	-4	-2	-1	5	-0.4	-3
> Cc1cc(C)c(C)c(S(=O)(=O)N[C@@H](C)C(=O)OCc2cc(=O)n3cc(Br)ccc3n2)c1C
→ i	-10	9	-11	69*	-1	-3	71*	4.9	7
> Cc1ccccc1Cn1c(C)c(C(=O)NCc2ccc(Cl)c(Cl)c2)sc1=O
→ i	-17	11	1	·	0	-3	-17	2.3	-7
> COc1cccc(CNC(=O)CSCc2cnn(-c3ccccc3)c2-n2cccc2)c1OC
→ i	-5	7	4	-4	-1	4	0	1.5	-1
> O=C(C[C@H]1C[C@H](C(=O)N2CCOCC2)[C@@]2(CCC3CCCC3)c3[nH]c4ccc(Cl)cc4c3CCN2C1=O)NCCc1ccccn1
→ i	-8	2	-10	-1	-3	-8	-3	-6.0	1
> Cc1ccccc1C(=O)N1CCN(C(c2ccccc2)c2ccccc2)CC1
→ i	10	-4	6	-7	0	-7	1	2.0	7
> CCOC(=O)N1CCN(CCc2ccccc2)CC1
→ i	19	-5	3	-9	-2	1	0	-2.2	-4
> O=C(CSc1ccccc1)Nc1cccc(S(=O)(=O)N2CCCCC2)c1
→ i	7	13	-4	-5	4	6	-5	1.4	-4
> CC1=C(C(=O)OC(C)C)C(c2ccccc2Cl)CC(=O)N1 (stereo not drawn)
→ i	-5	8	-2	-3	3	-3	2	0.2	6
> Cc1ccc(NC(=O)c2ccco2)c(NC(=O)C2CCCO2)c1 (stereo not drawn)
→ i	9	11	3	-10	-3	-1	0	-1.9	7
> O=C(CC(C(=O)O)c1ccc(Cl)cc1Cl)c1ccc(Cl)cc1 (stereo not drawn)
→ i	10	-1	2	-16	0	0	3	-0.8	-7
> Cc1cc(NC(=O)C2CCN(S(=O)(=O)c3cnc[nH]3)CC2)ccc1Br
→ i	-9	13	4	-2	-2	-5	-1	1.2	-4
> COc1ccc(OC)c(S(=O)(=O)N2Cc3ccccc3CC2C(=O)O)c1 (stereo not drawn)
→ i	-5	-34	7	-8	-2	-3	-3	-1.2	-2
> Cc1noc(C)c1CSc1nnc(-c2cccnc2)n1C1CCCCC1C (stereo not drawn)
→ i	7	-16	-1	-2	-1	1	2	-2.3	-5
> CCc1cc(C(=O)N2CCCC(C(=O)c3ccc(OC)c(F)c3)C2)n(C)n1 (stereo not drawn)
→ i	-4	6	3	-1	2	1	-1	-1.2	-3
> COc1cc(/C=C2\C(=N)N3N=C(S(C)(=O)=O)SC3=NC2=O)ccc1OC(=O)c1ccco1
→ +	-144	4	4	52*	1	-37	20	1.1	11
> O=C(NCCC1=CCCCC1)C1CCN(S(=O)(=O)c2ccccc2C(F)(F)F)CC1
→ i	14	7	-1	-6	-3	-1	1	0.7	-3
> COc1cc(/C=C/C(=O)OCC(=O)Nc2sc3c(c2C#N)CCC(C)C3)ccc1OCC#N (stereo not drawn)
→ i	1	-1	4	-4	6	-3	-10	3.1	18
> CCCCN1CC(COCc2ccccc2)Oc2cccc(Oc3ccccc3)c2S1(=O)=O (stereo not drawn)
→ i	-2	-16	-2	-11	5	-3	12	2.8	-2

Next part
The line under a structure holds: Rpn11 block	CendR NRP1 mod	SKN-1 block	SUMO1-SIM PPI	Scp1 inh	STEP block	MT1-MMP act inh	DNMT1 inh	LMPTP block	NadD block
> NC(=O)Cc1ccc(OCc2nn[nH]n2)cc1
→ i	-7	-14	4	·	1	-2	-1	-1.4	-7
> COC(=O)c1c(NC(=O)Cc2ccccc2)sc(C)c1C
→ i	6	-5	1	-6	3	-2	0	0.9	-4
> CCN1C(=O)C(=O)N(CC(=O)Nc2ccccc2OC(F)F)C1=O
→ i	11	-8	-3	-10	-2	-2	2	-0.5	-2
> COc1ccc(C(=O)c2ccccc2)c(OCC(=O)N(C)C)c1
→ i	2	2	3	-6	-3	1	0	-1.2	-1
> CCN(CC)S(=O)(=O)c1cccc(NC(=O)COC(=O)CCc2nc3ccccc3s2)c1
→ i	-4	19	1	-7	-2	-3	-7	2.3	-5
> CCCCCCP(=O)(O)c1ccccc1
→ i	7	5	3	-9	0	1	2	-0.8	1
> Cc1nc(SCC(=O)NCCN2C(=O)CSC2=O)nc(C)c1C
→ i	0	4	-4	5	2	2	-1	-0.7	-5
> c1ccc(CN2CCOCCOCCOCCOCCOCCOCC2)cc1
→ i	-3	5	2	-7	0	1	-1	-1.4	8
> Cc1cc(C)c(C(=O)COc2cccnc2[N+](=O)[O-])cc1C
→ i	0	4	-7	6	-1	-42	2	0.9	2
> CC(C)OC(=O)c1cccnc1SCc1cc(=O)n2ccccc2n1
→ i	-3	7	-13	-2	2	1	1	-1.0	12
> Cc1ccccc1OCCC(=O)OCC(=O)NC(=O)c1ccccc1
→ i	-4	0	6	-4	1	5	1	0.2	-9
> NC(=O)C1CCN(C(=O)C(=O)c2cn(CC(=O)N3CCCCCC3)c3ccccc23)CC1
→ i	6	20	-2	-8	-1	-4	0	-0.4	-3
> CCOC(=O)[C@]12CCC=C1N(Cc1cccc3ccccc13)C(=O)[C@H](CC(=O)NCc1ccc(OC)c(OC)c1)C2
→ ·	7	2	2	·	·	12	·	0.7	5

2 of these compounds, set out differently.
> Cc1nnsc1C(=O)NNC(=O)Nc1ccccc1
  Rpn11 block: i; CendR NRP1 mod: 0; SKN-1 block: -1; SUMO1-SIM PPI: 2; Scp1 inh: -4; STEP block: -2; MT1-MMP act inh: -1; DNMT1 inh: 5; LMPTP block: -0.4; NadD block: -3

> C=CC(C)(C)c1c(O)c(CC=C(C)C)c(O)c2c(=O)c3ccc(O)c(O)c3oc12
  Rpn11 block: i; CendR NRP1 mod: -14; SKN-1 block: 1; SUMO1-SIM PPI: -9; Scp1 inh: -7; STEP block: 3; MT1-MMP act inh: -8; DNMT1 inh: -17; LMPTP block: 4.9; NadD block: 3
